PfG6PD inh – PfG6PD (Plasmodium falciparum) enzyme inhibition | PfGluPho enzyme, NADPH resazurin-diaphorase fluorescence | inhibition, % at 20 µM | 350,000 compounds, 0.78% hits | AID 504690;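 active = inhibition reaching at least a set limit at 20 µM in the primary screen, cut at about 59% in these data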;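 note: 0% = DMSO wells with substrate and 100% = DMSO wells lacking glucose-6-phosphate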
Apaf1 inhib – blocks human Apaf-1 apoptosome activity | reconstituted apoptosome caspase-3 activity, DEVD-Rh110 fluorescence | inhibition, % at 20 µM | 330,000 compounds, 0.71% hits; active = inhibition of at least 40% at 20 µM;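 note: plate controls were DMSO wells for no effect and DEVD-CHO caspase inhibitor wells for full effect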
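System: Apoptosome proteins | Medium: Hepes pH 7.5 with detergent and BSA | Also added: Cytochrome c trigger plus (Z-DEVD)2-Rh110 caspase-3 substrate | Incubation: 30 min compound preincubation, 50 min activation, room temperature | Detection: Rhodamine 110 fluorescence at Ex 480/Em 540 nm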
SENP7 block – inhibitors of human SENP7 protease | Q9BQF6 | recombinant SENP7, Z-RLRGG-aminoluciferin luminescence, 40 min | inhibition, % at 5 µM | 330,000 compounds, 1.5% hits | AID 434973;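 active = inhibition above about 50% at the single test dose, limit read from the data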;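 note: plate controls were DMSO with enzyme for no effect and no enzyme buffer wells for full effect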
SENP8 block-1 – blocks human SENP8 cleavage of Nedd8 substrate | recombinant SENP8, Nedd8 substrate fluorescence | 360,000 compounds, 0.64% hits | Q96LD8 | AID 602440 | inhibition, % at 20 µM; in the data active = inhibition mostly above about 40%, no sharp cut-off; inactive = mostly below about 27%
Target sequence (Q96LD8 whole entry, looked up): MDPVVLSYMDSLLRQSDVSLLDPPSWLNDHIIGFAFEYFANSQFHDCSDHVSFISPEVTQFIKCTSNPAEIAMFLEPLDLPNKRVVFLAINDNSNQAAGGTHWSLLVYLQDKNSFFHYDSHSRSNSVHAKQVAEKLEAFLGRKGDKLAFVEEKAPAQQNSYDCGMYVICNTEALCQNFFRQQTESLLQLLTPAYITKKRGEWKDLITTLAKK
HKDC1 inh – inhibitors of human hexokinase HKDC1. Q2TB90. recombinant HKDC1, G6PDH/diaphorase resazurin coupled fluorescence. inhibition, % at 20 µM. 340,000 compounds, 0.16% hits. AID 493160;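 active = inhibition above about 35% when tested at 20 µM, limit read from the data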;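 note: plate controls were DMSO wells with enzyme for no effect and DMSO wells lacking enzyme for full effect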
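Assay system: recombinant HKDC1 hexokinase; detection: coupled resazurin fluorescence, excitation 525 nm, emission 613 nm; benchmarks: DMSO-plus-enzyme-mix negative control, buffer-substituted positive control; compound dosing: single 20 µM dose; schedule: 90 min at room temperature in dark; also added: glucose plus 1 mM ATP as hexokinase substrates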
SENP1 inh – blocks the human SENP1 SUMO protease catalytic domain; recombinant SENP1 catalytic domain, CyPet-SUMO1-YPet FRET cleavage; inhibition, % at 10 µM; 360,000 compounds, 0.21% hits; AID 624204;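 active = inhibition at least 30% at 10 µM, raw YFP signal under a set limit, fluorescence ratio 0.5 to 1.5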;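 note: 0% = enzyme with DMSO and 100% = no enzyme wells; some results filed as inactive read as strong as hits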
Target sequence (Q9P0U3 419-644 limits assumed): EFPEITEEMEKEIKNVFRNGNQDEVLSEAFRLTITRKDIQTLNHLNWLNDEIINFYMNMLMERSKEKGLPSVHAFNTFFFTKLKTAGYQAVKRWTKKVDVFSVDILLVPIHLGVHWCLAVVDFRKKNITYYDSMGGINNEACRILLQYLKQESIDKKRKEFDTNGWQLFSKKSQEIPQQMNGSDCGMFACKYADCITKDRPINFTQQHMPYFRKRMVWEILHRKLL
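Controls: no-enzyme wells low, DMSO-plus-enzyme wells high control. Test system: human recombinant His6-tagged SENP1 catalytic domain enzyme. Reagent: SFCypet-SUMO1-SFYpet FRET protein substrate, 25 nM final. Doses: one dose per compound, 10 µM, 0.5% DMSO. Detection: FRET, CFP and YFP emission. Timing: 50 min reaction at room temperature.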
SENP8 block-2 – blocks the human protease SENP8 | purified SENP8, Z-RLRGG-aminoluciferin cleavage, luminescence | inhibition, % at 10 µM | 330,000 compounds, 1.2% hits | AID 2540; in the data active = inhibition above about 50%
NALP3 yeast inh – blocks the NALP3 inflammasome reconstituted in yeast; inhibition, % at 10 µM; Yeast reconstituted NLRP3/ASC/caspase-1, beta-gal luminescence, 24 h; 330,000 compounds, 0.39% hits; AID 2825;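 active = inhibition of 50% or more; inactive = inhibition below 50%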;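 note: plate controls were induced DMSO wells for no effect and uninduced yeast grown without galactose for full effect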
SENP6 block – inhibitors of human SENP6 protease; Q9GZR1; Recombinant SENP6 catalytic domain, aminoluciferin luminescence; inhibition, % at 10 µM; 330,000 compounds, 1.8% hits; AID 2599;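 active = inhibition above about 50% at the single tested dose, limit read from the data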;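 note: plate controls were DMSO wells with enzyme for no effect and DMSO wells lacking enzyme for full effect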
Target sequence (Q9GZR1 628-1112 limits assumed): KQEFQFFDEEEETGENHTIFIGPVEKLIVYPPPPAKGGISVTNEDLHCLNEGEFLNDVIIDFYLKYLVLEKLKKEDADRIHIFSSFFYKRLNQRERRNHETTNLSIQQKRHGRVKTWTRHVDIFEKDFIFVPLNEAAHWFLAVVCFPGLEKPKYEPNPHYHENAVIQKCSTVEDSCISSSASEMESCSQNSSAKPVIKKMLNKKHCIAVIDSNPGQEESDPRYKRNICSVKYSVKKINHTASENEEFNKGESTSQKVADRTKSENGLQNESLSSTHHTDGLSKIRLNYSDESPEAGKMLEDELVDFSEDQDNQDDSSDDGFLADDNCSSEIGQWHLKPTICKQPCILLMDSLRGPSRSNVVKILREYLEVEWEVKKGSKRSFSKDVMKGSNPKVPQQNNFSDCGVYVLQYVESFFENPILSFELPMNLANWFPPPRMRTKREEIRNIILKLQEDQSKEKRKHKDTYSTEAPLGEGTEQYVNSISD
An asterisk follows results filed as active; / = no result given.

compound,PfG6PD inh,Apaf1 inhib,SENP7 block,SENP8 block-1,HKDC1 inh,SENP1 inh,SENP8 block-2,NALP3 yeast inh,SENP6 block
O=C(Nc1ccc(F)cc1)c1c(Cl)nc2ccccn12,21,10,-2,-1,-10,1,-5,13,-24
CC(C)(C)OC(=O)NCCCC[C@@H](C(=O)NCCCCCCCCCCC(=O)N1CCN(C(=O)OC(C)(C)C)CC1)n1cc(CCO)nn1,8,7,-2,-4,-4,4,4,13,-5
COc1cccc(C(=O)NCc2nnc(SCC(=O)Nc3nccs3)n2-c2cccc(C)c2)c1,-6,11,16,24,1,1,1,7,13
COc1ccc(COc2cccc3ccc(C)nc23)cc1F,12,6,-9,-66,5,0,-1,34,-7
Nn1c(Nc2ccc(Cl)cc2)nncc1=O,-17,6,3,10,7,1,-10,5,-15
Cc1ccc(C)c(NC(=O)COC(=O)c2nc(Cl)ccc2Cl)c1,-17,1,4,-13,5,2,5,15,4
CCOC(=O)c1ccc(NC(=S)NCCCn2ccnc2)cc1,-3,11,-2,3,-6,2,-5,8,-6
O=C(c1ccc(F)cc1)C(CN1CCOCC1)c1ccccc1 (stereo not given),-1,-16,2,10,3,3,1,42,-9
CCCCn1c(-c2ccco2)nc2oc3ccccc3c(=O)c2c1=O,8,-3,-3,16,10,1,-3,3,-6
Cn1cccc1Cc1nnc(SCC(=O)Nc2nccs2)n1CCc1ccccc1,-6,1,-3,-9,0,-4,6,21,-7

Next part:
compound,PfG6PD inh,Apaf1 inhib,SENP7 block,SENP8 block-1,HKDC1 inh,SENP1 inh,SENP8 block-2,NALP3 yeast inh,SENP6 block
COc1ccc(CSc2nnnn2-c2ccc(O)cc2)cc1F,0,7,0,13,1,2,-7,14,15
Cc1cc(C)n2nc(C(=O)Nc3cccc(S(=O)(=O)N4CCCC4)c3)nc2n1,-4,-1,10,20,-3,0,3,13,24
CS/C(=C\[N+](=O)[O-])Nc1ccc(F)cc1,2,-2,-2,16,-3,1,-9,8,1
OCC[C@@H]1C[C@@H](O)[C@H](O)[C@@]2(Cc3ccccc3O2)O1,0,-1,3,22,-1,1,-4,7,-6
CSc1ccccc1-c1nnc(-c2ccc(C)cc2)o1,-3,24,31,-165,4,0,26,12,48
CC1CCCN(CCC(=O)Nc2ccc3c(c2)CCC3)C1 (stereo not given),-5,12,-9,13,-1,2,-7,5,-24
CCC(C)[C@H](NC(=O)NC1CCN(Cc2ccccc2)CC1)C(=O)OC (stereo not given in full),-5,-18,0,7,-5,-3,-2,-3,1
COc1ccc(NC(=O)N2CCOCC2)cc1,4,-7,-4,16,-4,1,-1,23,8
Cc1cc(N2CCN(Cc3cn(C)nc3-c3cccc(Cl)c3)CC2)cc(C)n1,-2,-11,1,15,-8,1,-5,11,-21
CN(C)c1ccc(/C=C2\CCC/C(=C\c3ccccc3)C2=O)cc1,-3,/,/,10,4,-25,/,/,/

Following part.
compound,PfG6PD inh,Apaf1 inhib,SENP7 block,SENP8 block-1,HKDC1 inh,SENP1 inh,SENP8 block-2,NALP3 yeast inh,SENP6 block
Oc1c(Cl)cc(Cl)cc1C1=NNC(c2ccc(Cl)cc2)C1 (stereo not given),-1,/,/,-104,-8,-82,/,/,/
CCOC(=O)C(=CN=C(N)Nc1nc2ccccc2o1)C(=O)OCC,-10,3,6,-219,-2,-1,-1,14,-7
CSc1nc2sc3c(c2c2nnnn12)CCCC3,-6,-6,5,-39,-3,-5,-4,6,6
Clc1ccc2c(NCc3ccccc3)ccnc2c1,24,6,8,-250,-4,-3,-4,27,-5
CC(C)Nc1nc(SCC(N)=O)nc(N2CCOCC2)n1,-9,-11,3,17,-5,1,7,5,13
O=C(CN1CCN(S(=O)(=O)c2ccc(F)cc2)CC1)Nc1ccccc1F,-12,1,3,23,3,1,-4,34,-1
O=C1NC(=O)N(Cc2ccccc2F)C1=O,-13,7,1,11,-3,-5,3,14,23
Cc1nnsc1C(=O)N/N=C/c1cccc(C(F)(F)F)c1,-19,-2,2,18,2,2,-3,3,-3
COc1cc(NC(=O)C2CCCN(S(=O)(=O)c3cccc4nsnc34)C2)cc(OC)c1 (stereo not given),17,7,8,18,9,-1,-2,3,-3
C=C1C(=O)O[C@@]23[C@H]1CC[C@@H](C)[C@@H]2CC[C@@]1(C)O[C@@H]31,-8,10,6,12,0,4,-1,11,-5

Full records as entered above. Values in the order: PfG6PD inh | Apaf1 inhib | SENP7 block | SENP8 block-1 | HKDC1 inh | SENP1 inh | SENP8 block-2 | NALP3 yeast inh | SENP6 block
CCOC(=O)C(=CN=C(N)Nc1nc2ccccc2o1)C(=O)OCC reads -10 | 3 | 6 | -219 | -2 | -1 | -1 | 14 | -7
Clc1ccc2c(NCc3ccccc3)ccnc2c1 reads 24 | 6 | 8 | -250 | -4 | -3 | -4 | 27 | -5

Next part.
compound,PfG6PD inh,Apaf1 inhib,SENP7 block,SENP8 block-1,HKDC1 inh,SENP1 inh,SENP8 block-2,NALP3 yeast inh,SENP6 block
CCOC(=O)CSc1nnc(COc2ccc3ccccc3c2)o1,9,18,10,10,2,0,-4,7,7
O=C(c1ccc(Cn2c(=S)[nH]c3ccc(Br)cc3c2=O)cc1)N1CCN(C2CCCCC2)CC1,-22,23,3,19,2,-3,4,3,-11
O=C(c1cc(COc2ccc(F)cc2F)on1)N1CC[C@@H]2CCCC[C@H]2C1,6,17,4,12,-1,0,0,21,0
O=C(Nc1ccc(S(=O)(=O)O)cc1)c1ccc2c(c1)S(=O)(=O)c1ccccc1C2=O,-1,20,9,19,0,2,-12,-6,-12
Cc1ccc(S(=O)(=O)c2nc(-c3ccccc3Cl)oc2N2CCN(C)CC2)cc1,-5,16,5,-67,-5,2,9,10,-7
CC1CCN(c2oc(-c3ccccc3F)nc2C#N)CC1,3,13,-1,-451,2,-2,5,27,-5
CCC(C)NC(=O)CN(c1ccc(Cl)c(Cl)c1)S(C)(=O)=O (stereo not given),3,-6,-4,19,-11,0,-9,6,-4
CC(=O)Nc1ccc(NC(=O)CSc2nc3ccccc3o2)cc1,12,-14,-5,18,1,2,-6,-3,-7
Cc1ccc([N+](=O)[O-])cc1NC(=O)Nc1onc(C)c1C,6,-5,-11,29,-9,3,3,22,19
COc1ccc(-c2cc(C(F)F)n3ncc(C(=O)n4ccnc4C)c3n2)cc1,3,9,11,-415,-1,-90,-3,8,-25

Some of these compounds in order of the SENP8 block-2 value, largest number first.
Molecule,PfG6PD inh,SENP7 block,HKDC1 inh,SENP1 inh,SENP8 block-2,NALP3 yeast inh,SENP6 block
Cc1ccc(S(=O)(=O)c2nc(-c3ccccc3Cl)oc2N2CCN(C)CC2)cc1,-5,5,-5,2,9,10,-7
O=C(c1cc(COc2ccc(F)cc2F)on1)N1CC[C@@H]2CCCC[C@H]2C1,6,4,-1,0,0,21,0
CC(=O)Nc1ccc(NC(=O)CSc2nc3ccccc3o2)cc1,12,-5,1,2,-6,-3,-7

(continued)
compound,PfG6PD inh,Apaf1 inhib,SENP7 block,SENP8 block-1,HKDC1 inh,SENP1 inh,SENP8 block-2,NALP3 yeast inh,SENP6 block
CCOC(=O)CC(NS(=O)(=O)Cc1ccccc1)c1ccc(C)cc1 (stereo not given),-3,10,6,1,-4,2,-3,6,-13
CCOC(=O)C1=C(CC)OC(N)=C(C#N)C1c1cc(OC)ccc1OC (stereo not given),-9,-8,3,-24,8,-1,-4,3,-4
O=C(Cn1cc(Cl)ccc1=O)c1ccc(Cl)cc1,-12,-4,-3,7,-5,3,-11,11,-15
CN1CCN(NC(=O)Nc2cc(Cl)cc(Cl)c2)CC1,-4,11,13,0,-7,0,-12,5,-14
c1ccc(N2CC3CCc4ccccc4C3=N2)cc1 (stereo not given),6,0,59*,-384,9,-33,35,2,57*
Cc1ccc2nc(N3C(=O)C(O)=C(C(=O)c4ccco4)C3c3cccs3)sc2c1 (stereo not given),4,17,46,-62,4,-63,53*,23,74*
Cn1nccc1NC(=O)CC1(CC(=O)O)CCCCC1,-12,-18,4,16,-11,3,1,10,-4
O=c1c2ccccc2ncn1Cc1cccc2ccccc12,-18,-1,-7,2,2,1,-12,31,-15
CCCc1cc(NCC2CCCO2)n2c(nc3ccccc32)c1C#N (stereo not given),-2,12,2,-323,25,-125,2,7,-8
COC(=O)c1cnn2c(C(F)(F)F)cc(-c3ccccc3)nc12,-13,-11,0,-356,3,-3,4,24,-11

Filtered by structure: the entries above containing a thiophene ring, fused or not.
compound,PfG6PD inh,Apaf1 inhib,SENP7 block,SENP8 block-1,HKDC1 inh,SENP1 inh,SENP8 block-2,NALP3 yeast inh,SENP6 block
CSc1nc2sc3c(c2c2nnnn12)CCCC3,-6,-6,5,-39,-3,-5,-4,6,6
Cc1ccc2nc(N3C(=O)C(O)=C(C(=O)c4ccco4)C3c3cccs3)sc2c1 (stereo not given),4,17,46,-62,4,-63,53*,23,74*

The list goes on:
compound,PfG6PD inh,Apaf1 inhib,SENP7 block,SENP8 block-1,HKDC1 inh,SENP1 inh,SENP8 block-2,NALP3 yeast inh,SENP6 block
Cc1cc(C)n(NC(=S)NC2CCCCC2)c(=O)c1C#N,-10,-8,-2,12,0,1,-4,19,-13
CC(=O)c1ccc(S(=O)(=O)N2CCN(C(=O)c3ccc(-n4cncn4)c([N+](=O)[O-])c3)CC2)cc1,4,2,2,4,-3,0,0,17,13
O=[N+]([O-])c1nn(-c2ccc3c(c2)OCCO3)n(O)c1=NCCCO,-1,1,4,21,-4,-1,1,1,4
CCOC(=O)Cc1csc(NC(=O)CSC2=NCCS2)n1,2,-1,11,8,-3,1,-3,10,-4
COC(=O)Cc1ccc(NC(=S)N2CCC(Cc3ccccc3)CC2)cc1,-11,13,2,13,7,7,4,22,-16
CCC1CCCCN1C(=O)CSc1nc2ccsc2c(=O)n1Cc1ccccc1 (stereo not given),5,17,1,2,5,2,6,14,7

Assay outcomes (PubChem BioAssay)
